# NTR1 ag: NTR1-driven beta-arrestin-GFP spot formation – imaging, U2OS cells, high content, primary screen (AID 493036); P30989; agonist mode; activation, % at 20 µM; actives 0.17% (n = 330,000);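 active means activation at or above 40% of the spot to cytoplasm intensity ratio, with at least 20 cells analyzed; inconclusive means wells under 20 cells, flagged as cytotoxic or low count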;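 further: 0% = DMSO without peptide and 100% = 100 nM NTR1 peptide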
# Target sequence (P30989 whole entry, looked up): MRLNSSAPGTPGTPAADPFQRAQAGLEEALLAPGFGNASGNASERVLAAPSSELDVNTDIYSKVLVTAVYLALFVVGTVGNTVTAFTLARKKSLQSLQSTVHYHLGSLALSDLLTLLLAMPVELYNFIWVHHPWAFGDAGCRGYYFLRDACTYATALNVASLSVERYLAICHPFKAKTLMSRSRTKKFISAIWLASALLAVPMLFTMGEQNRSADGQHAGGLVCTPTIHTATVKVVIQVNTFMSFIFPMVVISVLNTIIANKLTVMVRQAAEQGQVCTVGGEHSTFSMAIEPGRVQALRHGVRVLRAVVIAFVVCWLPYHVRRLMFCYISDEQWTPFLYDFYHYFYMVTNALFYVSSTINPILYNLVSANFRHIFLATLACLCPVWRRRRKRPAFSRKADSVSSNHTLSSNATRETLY
# KOR beta-arrestin-1: kappa opioid receptor blockers – cell-based, luminescence, uHTS (AID 1778); actives 0.091% (n = 290,000); inhibition, % at 10 µM; hits with a dose series show IC50 in µM; KOR beta-arrestin recruitment, luminescence, antagonist mode; higher % means a stronger effect; in the data active means inhibition above about 50%; further: strong numbers were not always called active
# KOR beta-arrestin-2: KOR agonists, beta-arrestin recruitment, primary screen, cell-based, luminescence, uHTS (AID 1777); KOR beta-arrestin recruitment, luminescence; higher % means a stronger effect; activation, % at 10 µM; hits with a dose series show EC50 in µM; actives 0.02% (n = 280,000); in the data active means activation above about 50%, passing the limit was not always enough; further: a part of the inactive calls stands beside numbers as strong as those of hits
# UTI89 phage lysis: inhibition of K1F phage lysis, E. coli UTI89, bacterial capsule biogenesis inhibitors, alamar blue (AID 488966). actives 0.02% (n = 340,000). E. coli UTI89 K1F phage lysis, alamar blue, 2 h; higher % means a stronger effect. inhibition, % at 100 µM; hits with a dose series show IC50 in µM;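 active means phage lysis inhibition, versus mean bacterial control, above a set limit; inconclusive means no clear call, values can overlap the other calls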;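 further: capsule biogenesis inhibitors block K1F phage lysis so surviving cells raise fluorescence; higher fluorescence means more inhibition of phage lysis; actives were called in the ten point dose series up to 300 µM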
# NOD1 inhibition: NOD1 signaling inhibitors, primary screen, cell-based, luminescence, uHTS (AID 1578). actives 1% (n = 290,000). NOD1-driven NF-kB luciferase reporter cells, luminescence; higher % means a stronger effect. inhibition, % at 4 µM, or EC50 in µM where a hit was titrated; in the data active means inhibition mostly above about 36%, no sharp cut-off; inactive means mostly below about 34%;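 further: HEK-293T reporter cells stimulated with the NOD1 agonist gamma-tri-DAP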
# GPR35 arrestin U2OS: GPR35 antagonists blocking zaprinast-driven arrestin recruitment, primary screen, imaging, U2OS, beta-arrestin-GFP, zaprinast agonist (AID 2058). one-dose inhibition, % at 10 µM; IC50 in µM for titrated hits. actives 0.052% (n = 290,000). U2OS GPR35 beta-arrestin-GFP translocation imaging, zaprinast antagonism; higher % means a stronger effect;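 active means inhibition of at least 50% with at least 30 cells and total cytoplasm GFP at most 10,000,000; inconclusive means under 30 cells or total GFP of 10,000,000 plus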
# GPR55 activation: selective activators of receptor GPR55 – imaging, U2OS cells, beta-arrestin-GFP redistribution, primary screen (AID 1961) | actives 0.048% (n = 290,000) | U2OS GPR55 beta-arrestin-GFP redistribution imaging; higher % means a stronger effect | one-dose activation, % at 10 µM; EC50 in µM for titrated hits;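 active means activation above 40% with more than 50 cells counted in the well; inconclusive means wells holding fewer than 50 cells, flagged as toxic or sparse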;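 further: U2OS osteosarcoma cells stably expressing GPR55 and beta-arrestin-GFP; plate controls were DMSO negative control for no effect and LPI positive control for full effect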
# GPR55 antagonists: GPR55 antagonists blocking LPI-driven arrestin recruitment, primary screen, imaging, U2OS, beta-arrestin-GFP, LPI agonist (AID 2013); U2OS GPR55 beta-arrestin-GFP translocation imaging, LPI antagonism; higher % means a stronger effect; actives 0.13% (n = 290,000); inhibition, % at 10 µM; hits with a dose series show IC50 in µM;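 active means spots per cell inhibited over 60%, with over 100 cells counted and total cytoplasm intensity under 500,000; inconclusive means wells with under 100 cells, flagged as likely toxic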;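 further: U2OS cells stably carrying GPR55 and arrestin-GFP stimulated by 5 µM LPI near EC80; imaged beta-arrestin-GFP aggregate spots per cell after agonist stimulation; plate controls were LPI-stimulated DMSO wells for no effect and DMSO wells without LPI for full effect; some results filed as inactive read as strong as hits; confirmed hits need IC50 under 10 µM and bright autofluorescent wells are also inconclusive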
# Rac1 GTP hydrolysis: MgcRacGAP GTPase-activating activity inhibitors, confirmation, biochemical, ADP Hunter fluorescence; MgcRacGAP-stimulated Rac1 GTP hydrolysis, ADP Hunter fluorescence; higher % means a stronger effect; GST-tagged Rac1 F28L mutant substrate; inhibition, % at 30 µM, or IC50 in µM where a hit was titrated; actives 0.6% (n = 340,000);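 active means first-screen hits whose inhibition reached a set limit at any dose in the follow-up dose series; inconclusive means inhibition above the set first-screen limit but never retested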;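 further: fluorescence reports GDP produced by GAP-driven GTP hydrolysis; strong numbers were not always called active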
# NTR1 ag cell count 20 µM: also measured in NTR1 ag; calls as there; cell count; measured here: cell count, cytotoxicity flag
# Starred values were filed as active, the others as inactive; ? = inconclusive; / = not tested or not shown; [ ] = dose if it differs, or a comment.
SMILES,NTR1 ag,NTR1 ag cell count 20 µM,KOR beta-arrestin-1,KOR beta-arrestin-2,UTI89 phage lysis,NOD1 inhibition,GPR35 arrestin U2OS,GPR55 activation,GPR55 antagonists,Rac1 GTP hydrolysis
COc1ccc(NC(=O)c2ccccn2)cc1,-0.1,43,10%,1.1%,0.3%,-5%,-3%,0.8%,7%,9%
CCOC(=O)c1c(C)nn(-c2ncccc2NC(=O)CCC(=O)O)c1C,1.1,43,-17%,0.8%,/,8%,2%,-0.2%,9%,/
COc1cc(NC(=O)c2cccc3c2C(=O)N(Cc2cccnc2)C3)cc(OC)c1OC,-0.3,87,30%,-0.8%,2.3%,-4%,-3%,0.3%,9%,6%
Cc1cccc(N2C(=O)N3[C@H](c4ccc(Cl)cc4)[C@@H]4C(=O)N(C5CCCCC5)C(=O)[C@@H]4[C@]3(Cc3ccc(Cl)cc3)C2=O)c1,-5.7,98,-18%[20 µM],-2.9%,0.1%,-3%,6%,0.4%,17%,5%
Cc1ccc2cc(C=C(C#N)C#N)c(N3CCCCC3)nc2c1,6.5,61,-2%,-4.1%,-0.5%,6%,10%,0.2%,16%,4%
CN(C)c1cccc(C(=O)N2CCCC(C(=O)c3cc(F)ccc3F)C2)c1 (stereo not given),-0.2,55,-3%[20 µM],/,-0.1%,-2%,7%,0.5%,0%,12%
Cc1ccc(-n2c(Cc3ccccc3)n[nH]c2=S)c(C)c1,0.6,42,-9%,-5.4%,-0.8%,-19%,-9%,0.1%,1%,-6%
CCS(=O)(=O)c1nc(S(=O)(=O)c2ccc(Cl)cc2)c(N2CCN(C)CC2)s1,2.2,48,-42%,5.2%,0.2%,29%,-12%,-0.2%,-9%,-1%
O=C(c1cnn(C(=O)c2ccc(O)cc2)c1)c1ccccc1O,0.6,63,-8%,3.8%,/,/,12%,0.1%,0%,/
O=C(Oc1ccc(Br)cc1C(=S)N1CCCC1)c1ccccc1Cl,-6.5,76,-35%,9.7%,2.4%,-19%,-6%,-0.1%,6%,3%
Oc1ccc(-c2cn3ccccc3n2)cc1O,0.5,93,14%,-9.7%,4.1%,2%,-18%,-0.1%,2%,?
CCCCS(=O)CC(CS(=O)CCCC)OC(=O)c1ccccc1 (stereo not given),-0.3,67,7%,0.0%,0.4%,10%,1%,-1.0%,-1%,4%
CCC(=O)Nc1cccc(NC(=O)COc2ccc(OC)cc2)c1,-1.1,69,40%,-2.7%,0.7%,-26%,22%,-0.2%,12%,2%
CCN1CCN(C(=O)/C=C/c2ccc(OC)cc2)CC1,-0.1,64,-5%,1.0%,0.0%,7%,16%,-0.2%,10%,4%
CCCC(CCC)C(=O)Nc1cccc(-c2cn3c(n2)SCC3)c1,-0.6,64,-24%,-1.8%,0.5%,-8%,19%,-0.2%,-14%,7%
CS/C(N)=N/N=C/c1ccc([N+](=O)[O-])cc1,-1.3,71,-12%,2.6%,0.5%,-20%,-10%,0.0%,-6%,4%
CCC(=O)N(Cc1c(C)nn(-c2ccccc2)c1Cl)c1ccc(Cl)cc1,3.8,77,-3%,3.3%,0.7%[50 µM],-27%,-8%,-0.1%,18%,10%
Cc1ccc2sc(C)[n+](CCC(C)S(=O)(=O)[O-])c2c1 (stereo not given),-2.1,63,10%,2.7%,0.3%,-18%,1%,-0.2%,-1%,16%
O=C(Nc1ccc([N+](=O)[O-])cc1)c1cccc(S(=O)(=O)Nc2cccnc2)c1,-2.0,51,-46%,2.2%,0.5%,-27%,-4%,-0.2%,6%,12%
COc1ccc(/C=N/NC(=O)c2ccncc2)cc1CN1CCCc2ccccc21,5.0,67,5%,-0.1%,0.5%,-6%,-5%,1.6%,20%,13%
O=C(CSc1nc(O)c(Cc2ccccc2)c(=O)n1-c1ccccc1)N1CCOCC1,0.0,46,22%,5.6%,2.1%,17%,10%,-0.1%,-22%,12%
CCCN(CC1CC1)C(=O)CCc1nnc(CCc2c[nH]c3ccccc23)o1,0.9,80,-10%,3.7%,0.0%,4%,-2%,-0.3%,-15%,1%
Clc1ccc(-c2onc3c2CCCC3)cc1,2.3,61,-34%,5.8%,1.2%,-31%,6%,0.0%,3%,3%
CC1CCc2c(sc3nc4n(c(=O)c23)CCS4)C1 (stereo not given),5.0,68,-6%,-5.6%,0.0%,-31%,-14%,-0.1%,-5%,6%
Cc1ccc(N2CC(C(=O)Nc3ccc(S(=O)(=O)N4CCOCC4)cc3)CC2=O)cc1 (stereo not given),0.3,59,23%,-1.9%,0.0%,-30%,-4%,0.3%,3%,17%
O=C(NCc1cccs1)C1CCCCC1,0.0,56,-1%,6.9%,-0.2%,-22%,16%,-0.1%,-8%,-3%
Cc1ccc(CNC(=O)CCn2cc(-c3ccc(C)cc3)nc2-c2ccncc2)cc1,11,61,-24%[20 µM],-2.1%,-1.2%,0%,-5%,-0.2%,0%,-6%
COc1ccc(/C(O)=C2/C(=O)C(=O)N(CCCC(=O)O)C2c2ccc(OC)cc2)cc1 (stereo not given),1.6,49,-18%,1.0%,1.4%,5%,1%,0.0%,1%,6%
CCOC(=O)C(NC(=O)Nc1ccccc1)(OCC)C(F)(F)F (stereo not given),0.6,49,-28%,3.7%,0.3%,5%,12%,0.2%,2%,4%
Cc1sc(NC(=S)NC(=O)C2CCCCC2)c(C(N)=O)c1C,6.1,59,-43%,6.5%,0.8%[50 µM],-28%,/,1.0%,7%,11%
Cn1cc(S(=O)(=O)NCc2ccco2)c(=O)n(C)c1=O,-2.5,46,-21%,-3.0%,7.2%,-18%,5%,-0.1%,4%,1%
CCOC(=O)Cn1c(=O)oc2cc(S(=O)(=O)NCCc3ccc(C)cc3)ccc21,-1.8,60,-10%,0.8%,-0.8%,-31%,7%,-0.3%,3%,-1%
Cc1cc(C)c(NC(=O)CN2C(=O)NC(CCc3ccccc3)C2=O)c(C)c1 (stereo not given),0.3,50,-8%,1.6%,-0.5%,-26%,-7%,0.1%,7%,-1%
O=C(c1cc(F)ccc1F)C1CCCN(Cc2cccn2-c2ccccn2)C1 (stereo not given),1.0,49,-11%,1.5%,0.2%,-8%,-7%,0.0%,-10%,6%
C=C(C)COc1ccc(-c2nc(N)ncc2-c2ccccc2OC)c(O)c1,36,54,-14%,-3.7%,-0.1%,-2%,5%,-0.1%,1%,13%
O=C(CC(=O)N/N=C/c1ccc(O)cc1)N/N=C/c1ccc(O)cc1,2.0,61,31%,-0.6%,0.1%,-13%,2%,0.5%,0%,?
COc1ccc(CN(C)CC2CCCN(CCc3ccccc3C)C2)cc1O (stereo not given),-0.1,47,-27%[20 µM],-2.0%,0.8%,-16%,0%,-0.4%,3%,14%
COC(=O)Nc1ccccc1C(=O)N1CCC(O)(c2ccc(Cl)cc2)CC1,0.1,41,0%,-2.7%,0.8%[50 µM],-26%,11%,0.3%,10%,5%
COc1ccccc1-n1c(SCC(=O)NC(C)(C)C)nc(O)c(Cc2ccccc2)c1=O,-2.5,51,-9%,-0.6%,5.4%,-1%,5%,0.5%,-6%,5%
CC(C)(C)SCCNC(=O)COc1ccc(Cl)cc1,0.5,51,42%,-4.4%,7.2%,-40%,10%,-0.1%,4%,-11%
CCCCN1CNC(=S)N(c2ccccc2OCC)C1,0.5,54,6%,-3.1%,0.1%,-22%,-17%,1.1%,5%,9%
COc1ccc(C(=O)CC(=O)C(=O)Nc2ccc([N+](=O)[O-])cc2C)cc1,6.0,85,-26%,0.4%,0.2%,-6%,1%,-0.1%,-16%,/
Cc1nc2c(sc(=S)n2Cc2ccco2)c(=O)n1CC(=O)Nc1ccccc1F,8.2,62,-28%,2.4%,0.1%,-3%,-4%,-0.1%,-1%,8%
N#CC1(NC(=O)COC(=O)CCN=C2NS(=O)(=O)c3ccccc32)CCCCC1,-0.5,68,20%,-1.1%,0.0%,-33%,21%,0.2%,13%,3%
Cc1ccc(-c2n[nH]c(=S)n2/N=C/c2c(C)[nH]n(-c3ccccc3)c2=O)cc1,1.1,30,-10%,-5.2%,0.9%,-8%,-5%,0.1%,8%,15%
O=C(Nc1ccc2[nH]c(=O)[nH]c2c1)c1cccc([N+](=O)[O-])c1,-0.3,55,-5%[20 µM],1.7%,-0.4%,-27%,-9%,0.3%,-9%,9%
O=C(NCCSCc1c(F)cccc1Cl)c1ccc(CN2CCOCC2)cc1,1.6,50,/,2.5%,0.0%,-23%,-3%,-0.4%,3%,7%
COc1cc(/C=C/C(=O)OCC(=O)NCc2ccco2)cc(OC)c1OC,1.9,89,-21%,-2.2%,-0.2%,-28%,22%,-0.2%,9%,7%
Cc1ccc(-n2c(C)c(C)c3c(NCCO)ncnc32)cc1,0.2,85,-1%,8.4%,-0.1%[50 µM],1%,0%,1.0%,0%,-1%
CCOc1ccc2nc(N3CCCC(C(=O)NCCCN4CCCCC4)C3)sc2c1 (stereo not given),28,55,-35%,5.4%,0.4%,-17%,-4%,0.0%,4%,16%
CCNc1nc(NC(C)C)nc(NS(=O)(=O)c2ccc(N)cc2)n1,-2.5,72,-52%,2.5%,-0.1%,-9%,0%,0.0%,4%,3%
COc1ccc(NC2SC(=O)N(CC(=O)O)C2=O)cc1 (stereo not given),-2.3,78,15%,0.4%,9.5%,-22%,4%,0.2%,15%,4%
C#CCOc1c(Br)cc(/C=N/O)cc1OCC,-0.2,62,-7%,0.6%,1.6%,35%,-3%,0.2%,-3%,10%
C=CCn1c(SCC(O)Cn2c3ccccc3c3ccccc32)nnc1-c1ccco1 (stereo not given),11,43,-18%,1.8%,-0.3%,-27%,2%,0.2%,16%,12%
CCc1ccc(CNC(=O)CCS(=O)(=O)Cc2ccccc2F)cc1,1.5,70,-19%,-0.3%,0.1%,4%,0%,-0.1%,-5%,-11%
O=C(Nc1cc(C(F)(F)F)ccc1Cl)c1ccncc1,-0.2,67,-13%,0.9%,0.3%,17%,8%,-0.3%,-16%,4%

# Screening data from PubChem.

# An excerpt; rates above refer to the full screens.
